hcGAS lum = Primary biochemical luminescence assay for human cyclic GMP-AMP synthase inhibitors; Q8N884; recombinant h-cGAS, ATP depletion, Kinase-Glo luminescence; inhibition, % at 12.5 µM; 290,000 tested, 0.081% active; AID 1259398, 2018;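 further: 0% = vehicle reaction and 100% = reaction without DNA for no activity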
Target sequence (Q8N884 whole entry, looked up): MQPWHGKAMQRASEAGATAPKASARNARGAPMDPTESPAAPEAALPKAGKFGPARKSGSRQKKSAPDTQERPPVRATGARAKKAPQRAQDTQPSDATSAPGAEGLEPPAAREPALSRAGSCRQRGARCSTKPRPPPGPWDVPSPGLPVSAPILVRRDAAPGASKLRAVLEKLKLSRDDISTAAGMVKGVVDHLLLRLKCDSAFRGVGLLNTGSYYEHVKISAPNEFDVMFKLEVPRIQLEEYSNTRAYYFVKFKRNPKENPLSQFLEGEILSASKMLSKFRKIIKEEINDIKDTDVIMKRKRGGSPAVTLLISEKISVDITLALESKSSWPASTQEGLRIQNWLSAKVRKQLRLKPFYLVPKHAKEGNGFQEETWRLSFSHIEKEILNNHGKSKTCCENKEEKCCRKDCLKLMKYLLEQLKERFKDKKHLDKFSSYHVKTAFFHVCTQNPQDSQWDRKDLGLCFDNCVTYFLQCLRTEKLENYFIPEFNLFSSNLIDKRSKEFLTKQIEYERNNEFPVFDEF
mcGAS inh = cyclic GMP-AMP synthase inhibitors, mouse, primary biochemical chemiluminescence; AID 1259399, 2018; recombinant cGAS, Kinase-Glo ATP depletion luminescence; inhibition, % at 12.5 µM; 160,000 tested, 0.15% active;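 further: 0% = negative control wells and 100% = reference inhibitor with no enzyme activity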
NPYLR7 ag = agonists of mosquito NPYLR7 receptor, primary screen, cell-based, Aedes aegypti, calcium fluorescence, mosquito biting behavior; Aedes aegypti neuropeptide Y-like receptor 7 (NPYLR7); HEK293T NPYLR7/Galpha15, GCaMP6s calcium fluorescence; activation, % at 10 µM; 270,000 tested, 0.15% active; AID 1259423, 2018; in the data active means activation above about 40%;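 further: 0% = vehicle and 100% = reference agonist at the receptor; some compounds past the cut are filed as inactive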
* = called active by the depositor; x = not tested or not shown; & = joins results of further samples. Unless noted, no stated cut-off is given here; in the data, active means inhibition above about 40%; inactive means the rest.

SMILES	hcGAS lum	mcGAS inh	NPYLR7 ag
CCCCCN(CC(=O)Nc1cc(-c2ccccc2)nn1-c1ccc(F)cc1)C(=O)CSc1ccccc1	-9.9	-8.6	x
Cc1cccc(Nc2nc(-c3cnc(N4CCCCC4)nc3C)cc(=O)[nH]2)c1	-4.3	x	-0.2
CC(=O)Nc1ccc(S(=O)(=O)Oc2ccc(CN(Cc3ccco3)C(=O)NC(C)(C)C)cc2)cc1	-2.5	-5.8	0.3
COCCNC(=O)C(NC(=O)c1ccccc1F)C1CCN(C(=O)Cc2ccccc2)CC1 (stereo unspecified)	-5.7	-4.8	8.1
O=c1c2ccccc2cnn1CCNC1CCSC1 (stereo unspecified)	-4.8	x	5.2
c1cncc(CCn2ccnc2-c2cnc(N3CCOCC3)s2)c1	-1.3	x	12.7
O=C(Nc1nc(SCc2ccccn2)[nH]c(=O)c1NC(=O)c1cccs1)c1ccco1	-2.6	-2.6	-4.3
Cc1sc(CCCCC(=O)O)c(N)c1[N+](=O)[O-]	-3.3	-2.7	11.6
O=C(CCC1CCCN(Cc2ccc3nonc3c2)C1)Nc1ccccc1F (stereo unspecified)	-11.0	x	4.9
CCOC(=O)c1nn(-c2cccc(OC)c2)c(=O)c2c(NC(=O)CC3CCCC3)scc12	3.4	-8.6	0.8
CC(=O)N1CC(c2cnc(-c3ccccc3)c(C)c2)C=C(C)C1c1ccccc1 (stereo unspecified)	-4.2	-6.3	-4.6
CCc1c(C)nc(-n2nc(C)cc2NC(=O)c2ccc(OC)c(OC)c2)[nH]c1=O	-10.0	-6.7	9.7
CCOC(=O)c1c(-c2cccs2)csc1NC(=O)CN1CCC(C)CC1	-3.3	-7.7	-9.4
CN1CC(C(=O)N2CCCN(c3ccc(C#N)cc3)CC2)CC1=O (stereo unspecified)	-3.7	-11.0	5.1
CCOCCCNC(=O)CCc1nc2sc3c(c2c(=O)[nH]1)CCCC3	-5.7	x	-1.2
CC(C)(C)c1nc(CN2CCCCC2c2ccccn2)no1 (stereo unspecified)	-3.6	0.0	3.3
CC(C)Oc1ccc(C(=O)Nn2cnc3c(cnn3-c3ccccc3)c2=O)cc1	-11.3	x	2.4
C=CCOc1ccccc1/C=C1\C(=O)N(c2cccc(Cl)c2)N=C1C	-4.4	-0.7	4.5
C[n+]1ccccc1COc1ccc(C(N)=O)cc1	2.2	x	-1.1
C[C@H](NC(=O)C1CC=CCC1C(=O)N1CCN(c2ccccn2)CC1)[C@H](O)c1ccccc1 (stereo partly specified)	-5.2	x	-9.2
O=C(NCc1cc(F)cc(F)c1)c1cc(-c2cccc(C(F)(F)F)c2)on1	-6.4	-4.9	x
Cc1ccc(N=C2SC(C(=O)Nc3ccc(C)c(Cl)c3)CC(=O)N2C)cc1C (stereo unspecified)	-2.5	x	0.9
C=CCNC(=O)c1c(NC(=O)c2ccccc2[N+](=O)[O-])sc2c1CCCC2	-6.4	-8.7	0.3
COc1cc(C2C(C#N)C(=N)SC(=N)C2C#N)ccc1O (stereo unspecified)	1.8	x	4.7
CCc1nsc(NC(=O)C2(C)CCCN(C)C2)n1 (stereo unspecified)	-16.4	x	-1.6

Whole records from above. Order of screens: hcGAS lum | mcGAS inh | NPYLR7 ag
CCCCCN(CC(=O)Nc1cc(-c2ccccc2)nn1-c1ccc(F)cc1)C(=O)CSc1ccccc1 is entered as -9.9 | -8.6 | x
CCOC(=O)c1c(-c2cccs2)csc1NC(=O)CN1CCC(C)CC1 is entered as -3.3 | -7.7 | -9.4
CCc1nsc(NC(=O)C2(C)CCCN(C)C2)n1 (stereo unspecified) is entered as -16.4 | x | -1.6
O=C(NCc1cc(F)cc(F)c1)c1cc(-c2cccc(C(F)(F)F)c2)on1 is entered as -6.4 | -4.9 | x
C[n+]1ccccc1COc1ccc(C(N)=O)cc1 is entered as 2.2 | x | -1.1

New compounds follow.
SMILES	hcGAS lum	mcGAS inh	NPYLR7 ag
CCc1c(C)nn(-c2ccc(C(=O)NCc3ccc(OC)cc3OC)cc2)c1C	-0.3	-3.3	-19.0
CC(=O)Nc1ccc(NC(=O)CSc2nc(C(F)(F)F)cc(=O)[nH]2)cc1	-8.1	-8.7	-2.1
CCCCCc1ccc(C(=O)N(CCCOCC)CC(=O)N2CCc3sccc3C2c2ccc(Cl)cc2Cl)cc1 (stereo unspecified)	2.5	-3.3	12.3
CC(C)Cc1nc2c(Cl)cc(Cl)cn2c1NC1CCCCC1	-8.3	-4.3	19.9
Cn1c(=O)c(Sc2ccccc2)c(Cl)c2ccccc21	1.5	x	4.6
CCCCn1c(=O)c2oc3ccccc3c2n(CC(=O)Nc2cccc(Cl)c2C)c1=O	-1.2	-5.7	2.0
O=C(NCc1cccnc1N1CCCC(O)C1)c1ccccn1 (stereo unspecified)	-5.1	x	18.3
c1ccc(C2=C3CCCCn4c(-c5ccccc5)c[n+](c43)C2)cc1	-3.0	x	-0.4
Cc1nn(CCNC2CC(C)(C)NC(C)(C)C2)c(C)c1Cl	-6.0	x	8.4
CC(c1ccccc1)n1cnc2c(nnn2-c2ccc(Br)cc2)c1=O (stereo unspecified)	2.4	-0.7	-7.5
O=C(NCc1ccco1)N1CC[C@@H](c2ccc3ccccc3c2)[C@H](O)C1	-2.2	x	5.3
Cc1nn(C)cc1C(=O)N1CCC(=O)N(Cc2ccc(F)cc2)C(C(C)C)C1 (stereo unspecified)	-3.9	x	-1.4
COCCN(CC(=O)N(Cc1ccc(F)cc1)Cc1sccc1C)C(=O)Nc1ccc(Cl)cc1Cl	-6.8	-5.9	21.3
CSc1ccccc1NC(=O)CN(C)Cc1ccc(-n2cccn2)cc1	-8.8	x	15.5
O=C(Nc1ncc(Cc2ccc(Cl)cc2)s1)c1cccs1	-2.7	-4.8	-1.5
O=C(CCc1nnc(CCc2c[nH]c3ccccc23)o1)N1CCSCC1	2.9	x	-4.2
CC(=O)Nc1ccc(SCCCC(=O)N2c3ccc(F)cc3CCC2C)nn1 (stereo unspecified)	-7.2	-10.1	-0.6
O=C(C(Cl)Cl)N1CCc2nc(Cc3cccc(F)c3)nc(N3CCOCC3)c2C1	-9.9	-5.9	-4.2
N#CC1(NC(=O)c2cc(C3CC3)nc3ccc(F)cc23)CCSC1 (stereo unspecified)	-8.8	x	13.0
CN(C)S(=O)(=O)c1c(C(C)(C)C)cc(C(C)(C)C)cc1C(C)(C)C	-7.5	x	6.4
COC1CCCN(C(=O)c2cn(CCCc3ccccc3)nn2)C1 (stereo unspecified)	-1.6	-7.4	3.1
Cc1nn(CCCC(=O)NCC2CCCO2)c(=O)c2nccn12 (stereo unspecified)	-5.8	-5.3	4.8
CC(NC(C)(C)CNS(=O)(=O)c1cnn(C)c1)c1ccccc1 (stereo unspecified)	-0.5	x	-3.2
Cc1ccc(CN(Cc2ccc(F)cc2)C(=O)CN(Cc2ccco2)C(=O)c2ccco2)s1	-6.2	-3.7	x
CC(C)(C)OC(=O)NC1(C(=O)O)CCCCC1	-1.0	-6.1	-1.8
Cc1onc(-c2ccccc2)c1CNC(=O)c1cncn1-c1cccc(-c2cccc3c2sc2ccccc23)c1	-1.5	0.2	4.8
O=C(Cc1ccccc1)Nc1ccnn1C1CCN(Cc2cccn2-c2nccs2)CC1	-3.0&-6.3	-9.0	4.9
CC(Oc1ccccc1C#N)C(=O)NCC1CCCCC1 (stereo unspecified)	-11.5	x	-0.4
O=C(c1cnn2ccccc12)N1CCC(n2cc(-c3ccccn3)nn2)CC1	-4.1	-16.8	4.4
O=C(COc1coc(CN2CCc3ccccc32)cc1=O)c1ccc(Cl)cc1	1.3	-5.7	-1.6
Cc1ccc(Cn2c(=O)c3ccccc3n(Cc3nc(-c4ccccc4C)no3)c2=O)cc1	-4.2	-3.0	-2.3
CN(CC(=O)N1CCNC(=O)C1)c1ccccc1Oc1ccccc1	-8.7	x	-0.4
Cc1cccc(N(CCOC(=O)c2ccc([N+](=O)[O-])c(C)c2)C2=NS(=O)(=O)c3ccccc32)c1	-6.3	-5.5	11.9
COc1ccc(-c2cc(CNC(=O)COc3ccccc3)no2)cc1OC	-10.5	-7.3	0.1
CN(Cc1cnn(C)c1)C(=O)CCS(=O)(=O)c1ccc2c(c1)OCCO2	-2.4	x	7.0
O=C(Nc1ccc(OC(F)(F)F)cc1)Nc1ccc2nc([C@@H]3O[C@H](CO)[C@@H](O)[C@H](O)[C@H]3O)[nH]c2c1	-0.6	-0.8	-1.7
Oc1oc(-c2cccc3ccccc23)nc1C=Nc1ccccc1I	-4.2	x	-4.7
COC(=O)C1CCN(CC(O)COCc2ccc(NCc3ccc(F)cc3)cc2)CC1 (stereo unspecified)	1.2	-3.9	0.9
CCc1cc(Oc2ccc3c(c2)OCO3)nc(SCc2cccc(OC)c2)n1	-0.8	-3.0	-5.7
CN(Cc1cc(C2CC2)n[nH]1)C(=O)c1cnn2ccn(C)c12	2.2	x	5.6
CC(C)/C=C/C(=O)N1CCC(Oc2ccc(C(=O)NC3CCCC3)cc2Cl)CC1	-9.6	-9.3	11.0
COc1ccc(F)c(-c2nc(COc3cccnc3N)c(C)o2)c1	-3.7	-21.7	2.7
COc1ccc(OC)c(S(=O)(=O)NC(=O)C2(C)CCN2C(=O)C(C)(C)c2ccccc2)c1 (stereo unspecified)	-4.5	-3.4	-1.9
Cc1csc(N2CCCN(CCC(=O)Nc3cccc4ccccc34)CC2)n1	-4.4	-15.7	5.3
C=CCC(O)(c1ccc(Cl)cc1)c1nccn1COC (stereo unspecified)	-9.3	x	-6.3
CCC(NCc1c(C(=O)N2CCOCC2)nc2ccccn12)c1ccncc1 (stereo unspecified)	-5.4	x	5.9
COc1cccc(CCC2CCCN(C(=O)c3cscn3)C2)c1 (stereo unspecified)	-12.7	x	6.4
CN(C)CCN(C(=O)CCc1ccccc1)c1nc2cc3c(cc2s1)OCO3	0.1	-4.7	-3.7
COc1cc(NC(=O)CCC2CCCN(C(=O)CCN3CCCCO3)C2)cc(OC)c1 (stereo unspecified)	-7.9	x	10.6
COCCn1nc(C)c(NC(=O)C(=O)Nc2cccc(C(C)C)c2)c1C	-1.0	x	0.9

Remaining list, next part:
Each structure is followed by: hcGAS lum	mcGAS inh	NPYLR7 ag
CCCCC1C(=O)N(C)CCN1C(=O)c1ccccc1NCC(=O)O (stereo unspecified)
  -1.9	-9.6	3.9
CC(C)S(=O)(=O)C(C)C(=O)NCc1cc(Br)c2c(c1)OCCO2 (stereo unspecified)
  -4.6	-17.3	0.9
CCCOCCNC(=O)c1cc(N2CCSCC2)nc2ccccc12
  -8.4	-4.0	4.2
O=C(C(=O)N1CC(=O)N2CCc3c(F)cccc3C2C1)c1c[nH]c2ccccc12 (stereo unspecified)
  2.6	4.3	2.5
N#Cc1ccc(O[C@@H]2C=C(C(=O)NCCC(N)=O)C[C@@H](OC(=O)Nc3ccccc3)[C@H]2OC(=O)Nc2ccccc2)c(Br)c1
  -3.8	-5.0	-9.9
Cn1c(CNCC(C)(C)NC(=O)OC(C)(C)C)nc2ccccc21
  4.9	x	0.4
CCOc1ccccc1OCCCOc1ccccc1C(C)=O
  -8.4	x	-7.6
COc1ccc(-c2nc(CN(Cc3ccccc3)CC3CC3)c(C)o2)c(OC)c1C
  -2.6	x	0.5
COC(=O)c1ccc2c(c1)CC(CNC(=O)c1cc3ccccc3s1)O2 (stereo unspecified)
  -4.0	-6.9	x
Cc1ccc(N2C(=O)/C(=C/c3ccc(Br)cc3)C=C2c2ccccc2)c(C)c1
  -4.5	-5.0	18.5
Oc1ccc(C=Nc2ccc3oc4ccccc4c3c2)c(O)c1O
  -5.9	x	-4.4
COc1ccccc1NC(=O)Cn1cnc2c([nH]c3ccc(C)cc32)c1=O
  -0.9	-5.1	1.5
O=C(CCOc1ccc(F)cc1)N1CCC2(CCc3ccccc32)C1 (stereo unspecified)
  -2.0	x	7.6
Cc1c(N=CC=Cc2ccccc2)c(=O)n(-c2ccccc2)n1C
  1.5	x	7.0
CCC(C(=O)NC1CCCC1)n1nc(C)n2c(cc3occc32)c1=O (stereo unspecified)
  3.5	-1.7	-9.7
Cc1nc(C)c(C(=O)N2C[C@H]3OC(=O)N(CCc4ccccn4)[C@H]3C2)s1
  -3.9	-12.6	4.4
CCn1ccnc1CN1CCN(C2Cc3ccccc3C2)CC1
  -11.7	x	17.3
Cn1c(=NC(=O)C2=COCCO2)sc2ccccc21
  -10.1	x	1.5
CN1CCC2(CCC1=O)CCN(C(=O)c1cnc(-c3cccnc3)nc1)CC2
  0.9	-16.0	0.5

Screening data deposited in PubChem by Fisher Drug Discovery Resource Center.
